Screens: PubChem BioAssay, several laboratories
CYP2C9 act: increases human cytochrome P450 2C9 activity. recombinant CYP2C9, luciferin-H conversion, luminescence; active compounds read high; factor 1 = untreated enzyme, 0 = blocked. activation factor at 5 µM. 96,000 tested, 1.4% active. P11712;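 active = activation factor of 2 or more for CYP2C9 at a 5 µM dose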;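 note: 0 = sulfaphenazole-blocked wells and 1 = vehicle-only wells; values of inactives mirror those of a sister screen read the other way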
PTK2B oligo ant: blocks oligomerization of human Pyk2 in cells; Q14289; Q293 cells, Pyk2 FERM NanoBiT luminescence; active compounds read low; z-score (the deposit names both 25 µM and 10 µM); 99,000 tested, 0.83% active; AID 1347419;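 active = Z-score of -3 or lower, scaled per plate to the spread of control and sample wells; inactive = z-score above -3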;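 note: negative z-score means lost luminescence so less FERM oligomerization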
Target sequence (Q14289 whole entry, looked up): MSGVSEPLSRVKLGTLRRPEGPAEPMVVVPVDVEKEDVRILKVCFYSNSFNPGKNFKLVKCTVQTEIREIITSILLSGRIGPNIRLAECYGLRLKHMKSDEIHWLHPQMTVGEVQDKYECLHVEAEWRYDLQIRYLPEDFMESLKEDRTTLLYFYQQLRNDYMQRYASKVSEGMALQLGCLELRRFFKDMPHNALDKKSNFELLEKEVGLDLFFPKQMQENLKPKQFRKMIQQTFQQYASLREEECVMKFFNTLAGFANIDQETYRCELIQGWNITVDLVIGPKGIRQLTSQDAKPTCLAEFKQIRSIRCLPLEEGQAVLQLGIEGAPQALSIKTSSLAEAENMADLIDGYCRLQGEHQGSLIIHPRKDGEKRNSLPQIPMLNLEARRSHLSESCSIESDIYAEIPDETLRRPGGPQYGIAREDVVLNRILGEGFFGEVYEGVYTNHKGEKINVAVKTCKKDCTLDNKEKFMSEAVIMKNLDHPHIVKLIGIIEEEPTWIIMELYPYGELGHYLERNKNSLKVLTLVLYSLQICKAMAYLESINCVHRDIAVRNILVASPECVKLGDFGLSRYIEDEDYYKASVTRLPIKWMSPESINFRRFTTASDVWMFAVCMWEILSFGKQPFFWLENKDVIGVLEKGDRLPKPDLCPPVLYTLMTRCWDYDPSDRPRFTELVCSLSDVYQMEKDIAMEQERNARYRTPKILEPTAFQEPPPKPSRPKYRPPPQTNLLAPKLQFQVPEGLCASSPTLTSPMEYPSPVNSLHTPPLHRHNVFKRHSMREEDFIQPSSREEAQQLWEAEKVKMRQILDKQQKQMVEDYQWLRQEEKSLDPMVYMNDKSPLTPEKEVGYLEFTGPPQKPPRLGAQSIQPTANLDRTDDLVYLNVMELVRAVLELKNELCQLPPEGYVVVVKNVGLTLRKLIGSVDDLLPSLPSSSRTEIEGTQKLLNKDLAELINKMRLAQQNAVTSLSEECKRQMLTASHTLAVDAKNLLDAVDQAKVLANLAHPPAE
PostGolgi ctrl: growth of the yeast control strain, post-Golgi counter-screen. inhibition, % at 10 µM. AID 738. 98,000 tested, 5% active. efflux-deficient yeast background strain, growth absorbance A615, 16 h
LYP act: LYP (human) phosphatase activation | Q9Y2R2 | 96,000 tested, 0.11% active | activation, % at 2 µM | recombinant LYP, DiFMUP fluorescence; 0 = plate median, 100 = signal doubled;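 active = activation at 2 µM above a set limit, the mean plus 5 SD, cut at about 37% in these data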
E coli WT exp: blocks growth of wild type E. coli BW25113; OD600 absorbance; growth inhibition, % at 100 µM; 98,000 tested, 0.15% active; AID 710;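 active = growth inhibition above about 50% at one test dose, limit read from the data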;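 note: growth measured after 20 h incubation at 37 °C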
DAT uptake mod: changed human dopamine transporter uptake under cocaine IC80; LLC-PK1 hDAT cells, [14C]-dopamine uptake with cocaine IC80; actives deviate in either direction; B-score at 10 µM; AID 449768; 110,000 tested, 1.3% active;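 active = Z score or B-score, a plate-position-corrected score, falls beyond the plate's 99.7% confidence bounds, in either direction; inactive = both scores lie inside the 99.7% bounds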;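 note: scored against the spread of the other compound wells on the same plate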
PostGolgi yeast: growth inhibition of a yeast mutant, post-Golgi transport screen. 98,000 tested, 0.9% active. inhibition, % at 10 µM. post-Golgi transport phenotypic cell assay. AID 739;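 note: yeast cells grown in 1536-well plates; yeast grown about 18 h at 30C before absorbance read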
CYP2C9 inh: human CYP2C9 inhibition; P11712; CYP2C9 Supersomes, luciferin-H conversion, luminescence; inhibition, % at 5 µM; 96,000 tested, 20% active; AID 777;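 active = blocking of liver enzyme CYP2C9 beyond about 50% at 5 µM, limit read from the data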; note: values of inactives mirror those of a sister screen read the other way
LYP inh 2: inhibitors of human LYP (PTPN22) phosphatase; inhibition, % at 2 µM; AID 640; recombinant LYP catalytic domain, DiFMUP fluorescence; 96,000 tested, 0.21% active; Q9Y2R2;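 active = inhibition at 2 µM at or above a set limit, the screen mean plus 3 SD, cut at about 24% in these data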;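 note: 0% = DMSO with enzyme and 100% = enzyme fully blocked by orthovanadate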
Starred values were filed as active, the others as inactive; . = no result given. Cut-off read from the data, not from the text of the source, unless noted: active = inhibition above about 30%; inactive = the rest.

(1) CCn1cc(C(=O)NCc2ccc(C)o2)c2cc(OC)c(OC)cc2c1=O
(2) Cc1cccc(NC(=O)CSc2nnc(C)n2Cc2ccccc2)c1
(3) COc1ccc(C(=O)N2CC3(C)CC2CC(C)(C)C3)cc1OC (centres undefined)
(4) COCCN(C(=O)c1cccc(OC)c1)c1nnc(-c2ccncc2)s1
(5) O=C(CCN1C(=O)c2ccccc2C1=O)NC(=S)Nc1cccc(Cl)c1
(6) CCOc1ccc(C(=O)Nc2cc(-c3nc4ccccc4[nH]3)ccc2C)cc1[N+](=O)[O-]
(7) COc1cccc(NC(=O)c2nnn(Cc3ccc(Br)cc3F)c2N)c1
(8) CCC(=O)Nc1nnc(CSCc2ccccc2)s1
entry no.	1	2	3	4	5	6	7	8
CYP2C9 act	0.9	1	.	0.2	0.6	0.4	0.9	1
PTK2B oligo ant	-0.32	-0.08	0.7	0.59	0.36	-1	.	1.1
PostGolgi ctrl	12	-3	.	7	20	10	-4	-4
LYP act	4	0	-2	-2	-6	-12	.	7
E coli WT exp	-3	2	.	-3	11	-3	-6	8
DAT uptake mod	-0.57	0.81	0.9	0.22	-0.06	0.075	-0.39	1.6
PostGolgi yeast	-4	-5	.	-3	9	7	4	9
CYP2C9 inh	13	-5	.	80*	42	65*	11	-3
LYP inh 2	-6	1	2	0	9	17	.	-8

(9) CCC(C)NC(=O)c1ccccc1C(=O)NC(C)CC (centres undefined)
(10) O=C1c2cccnc2C(=O)N1C1CCCCC1
(11) CCOc1cccc(NC(=O)CC#N)c1
(12) CS(=O)(=O)NCc1nnc(SCc2ccccc2C(F)(F)F)o1
(13) CC(C(=O)Nc1ccc2c(c1)OCCO2)N1CCN(C(=O)c2ccco2)CC1 (centres undefined)
(14) COc1ccc(C(=O)Nc2ncc3c(n2)-c2ccccc2CC3)cc1
(15) COc1ccccc1NC(=O)Cn1cncc1-c1ccc([N+](=O)[O-])cc1
(16) COc1ccc(N2C(=O)CSC23CCCCC3)cc1
entry no.	9	10	11	12	13	14	15	16
CYP2C9 act	1	0.9	1.2	1	0.9	0.9	1	.
PTK2B oligo ant	-0.03	0.26	2	-0.14	0.28	0.02	0.28	-0.4
PostGolgi ctrl	2	6	12	-7	2	-7	2	1
LYP act	4	-4	2	8	-6	.	5	6
E coli WT exp	-4	-6	6	-3	1	7	4	-7
DAT uptake mod	-0.81	0.53	-0.25	0.019	-0.14	2	.	-0.57
PostGolgi yeast	2	-1	0	7	3	16	6	-6
CYP2C9 inh	1	13	-19	-1	10	6	-3	.
LYP inh 2	-6	3	-6	-9	8	.	-2	-10

(17) CCN(CC)C(=O)CSc1nnc(-c2ccccn2)n1-c1ccc(C)c(C)c1
(18) O=C(NCCCCNC(=O)c1ccco1)c1ccco1
(19) O=C1CSC(=S)N1Cc1cccnc1
(20) OC1(c2cccc(C(F)(F)F)c2)CCN(c2ncnc3c2[nH]c2ccc(F)cc23)CC1
(21) COc1ccc(C(=O)NCc2c(CC(C)C)oc(C)c2C(=O)O)cc1
(22) CCOc1cc(-c2c(C#N)c(=O)[nH]c3c2c(C)nn3-c2ccc(F)cc2)ccc1O
(23) CCOc1ccc(-c2nnc(N(CC)C(=O)C3CCC3)s2)cc1
(24) O=C1c2ccccc2C(=O)N1CSc1nnc2c3ccccc3n(CCc3ccccc3)c2n1
entry no.	17	18	19	20	21	22	23	24
CYP2C9 act	1	0.9	0.2	0.1	0.5	0.1	0.9	0.6
PTK2B oligo ant	1	-0.17	1.4	-1.9	-0.5	-1.3	-2.7	1.4
PostGolgi ctrl	6	6	25	33*	2	2	5	8
LYP act	-14	4	-8	3	0	.	2	-4
E coli WT exp	1	1	65*	-9	1	1	-4	-12
DAT uptake mod	0.88	-0.28	-0.34	.	1.6	.	-0.023	-0.5
PostGolgi yeast	-6	12	3	4	-2	-6	-6	8
CYP2C9 inh	-1	7	76*	85*	46	91*	11	40
LYP inh 2	12	-7	6	-5	-1	.	-4	7

(25) COc1cccc(C(=O)NC(=S)Nc2ccc(N3CCCC3)cc2)c1
(26) O=C(Nc1ccccc1F)C1CCN(C(=O)Cc2ccccc2)CC1
(27) COC(=O)c1cc2c(s1)CS(=O)C2 (centres undefined)
(28) Fc1ccc(CN2CCCCCCC2)cc1F
(29) O=C(NCCc1cn2ccsc2n1)c1cccs1
(30) COc1cccc(C(=O)SC2=NCCS2)c1
(31) C#CCSc1nnc(-c2c[nH]c3ccccc23)n1C
(32) CSc1ccccc1NC(=S)Nc1ccccc1C(F)(F)F
entry no.	25	26	27	28	29	30	31	32
CYP2C9 act	1.2	0.6	.	0.9	1	1	1	0.8
PTK2B oligo ant	0.01	0.03	0.94	0.74	.	0.05	.	0.59
PostGolgi ctrl	26	-4	2	-4	2	17	10	0
LYP act	-4	-1	8	1	-12	5	.	3
E coli WT exp	-8	-2	3	4	-1	-3	11	4
DAT uptake mod	0.87	0.89	-0.21	0.005	0.21	-0.98	-0.045	-0.35
PostGolgi yeast	2	20	-4	-4	0	-10	4	8
CYP2C9 inh	-20	42	.	6	4	1	-4	20
LYP inh 2	7	1	-11	-2	11	-7	.	-2

(33) Cc1ccnc(NS(=O)(=O)c2ccc(NC(=O)C3CCCO3)cc2)n1 (centres undefined)
(34) CN(C)/C(CN1CCCCC1)=C1\N=C(c2ccccc2)OC1=O
(35) Cc1ccc2[nH]c(-c3ccccc3)c(CN(C)C)c(=O)c2c1
(36) Clc1ccc(SCc2cc(-c3ccc(Cl)cc3)on2)cc1
(37) COc1cccc(/C=N\NC(=O)c2sc(N)nc2C)c1OC
(38) C=CCSc1nc2sc3c(c2c(=O)n1CC)CCc1ccccc1-3
(39) CSc1nc(C)cc(OCC(=O)N2CCOCC2)n1
(40) CC1(C)Cc2ccccc2C(NNC(=O)c2ccncc2)=N1
entry no.	33	34	35	36	37	38	39	40
CYP2C9 act	1	0.8	1	0.8	1	0.7	1.5	1
PTK2B oligo ant	0.59	0.14	0.91	0.75	-0.04	0.89	1	0.41
PostGolgi ctrl	12	12	1	8	6	12	9	7
LYP act	5	5	13	12	-3	5	5	1
E coli WT exp	-3	6	-4	-4	1	0	-5	0
DAT uptake mod	0.28	1.2	0.033	-0.38	-1.2	0.079	-0.43	-0.03
PostGolgi yeast	-1	15	6	18	-2	-1	-3	-4
CYP2C9 inh	1	20	-1	20	2	27	-46	-2
LYP inh 2	-7	-4	-16	-8	2	-4	-6	1

(41) CCOc1ccc(OCCSc2nc(C)cc(=O)[nH]2)cc1
(42) CCn1c(=O)c2cc(S(=O)(=O)NCc3ccccc3)ccc2n(CC)c1=O
(43) O=C(NNC(=O)C1CCCN(c2ncccn2)C1)c1ccc(F)cc1 (centres undefined)
(44) CCCc1cc(=O)oc2cc(C)cc(OCc3nn[nH]n3)c12
(45) O=C(Nc1ccc(NC(=O)C2CC2)nc1)c1cccnc1
(46) CCCC(=O)N(c1ccc(OC)cc1)C1C=CS(=O)(=O)C1 (centres undefined)
(47) COc1ccc(-n2nnnc2-c2cnc(N3CCCC3)nc2C(F)(F)F)cc1
(48) O=C(NCCc1ccccc1)C(=O)NCC1CCCO1 (centres undefined)
entry no.	41	42	43	44	45	46	47	48
CYP2C9 act	0.7	0.9	1.2	0.7	0.8	1	0.4	0.9
PTK2B oligo ant	-0.01	-0.28	0.48	0	-0.33	-0.12	-1.1	0.56
PostGolgi ctrl	4	-1	7	8	-3	21	22	12
LYP act	-4	3	7	4	.	1	-4	-3
E coli WT exp	-6	-2	1	-5	-1	5	6	-9
DAT uptake mod	-2.6	-0.9	0.13	-0.099	0.033	0.1	0.35	-1.9
PostGolgi yeast	-7	3	-15	1	-10	-2	14	-10
CYP2C9 inh	29	13	-20	34	15	3	64*	6
LYP inh 2	3	-4	-2	0	.	2	9	2

Structures from the list above that contain a CF3 group, in the order listed:
(12) CS(=O)(=O)NCc1nnc(SCc2ccccc2C(F)(F)F)o1
(20) OC1(c2cccc(C(F)(F)F)c2)CCN(c2ncnc3c2[nH]c2ccc(F)cc23)CC1
(32) CSc1ccccc1NC(=S)Nc1ccccc1C(F)(F)F
(47) COc1ccc(-n2nnnc2-c2cnc(N3CCCC3)nc2C(F)(F)F)cc1
entry no.	12	20	32	47
CYP2C9 act	1	0.1	0.8	0.4
PTK2B oligo ant	-0.14	-1.9	0.59	-1.1
PostGolgi ctrl	-7	33*	0	22
LYP act	8	3	3	-4
E coli WT exp	-3	-9	4	6
DAT uptake mod	0.019	.	-0.35	0.35
PostGolgi yeast	7	4	8	14
CYP2C9 inh	-1	85*	20	64*
LYP inh 2	-9	-5	-2	9

(continued)
(49) C/C(=N\OC(=O)c1ccc(F)cc1)c1nccs1
(50) CCOC(=O)C(C)Sc1nc(N)c(NC(=O)c2ccc(OC)c(OC)c2)c(=O)[nH]1 (centres undefined)
(51) Cc1c(C(=O)NCC2CCCO2)oc2ccc(S(=O)(=O)N3CC(C)CC(C)C3)cc12 (centres undefined)
(52) Cc1c(N=C2C(=O)Nc3ccccc32)c(=O)n(-c2ccccc2)n1C
(53) NC(=O)C1CCN(c2ncnc3c2c(-c2ccccc2)cn3-c2ccccc2)CC1
(54) O=C(NC1CCCCC1)N1CCN(C2CCCCC2)CC1
(55) C/C=C(\C)CN1CCN(c2ccccc2F)CC1
(56) CCCCC(=O)NCCc1ccc(S(N)(=O)=O)cc1
entry no.	49	50	51	52	53	54	55	56
CYP2C9 act	0.6	1	0.4	1.1	0.9	1.1	0.8	1.1
PTK2B oligo ant	0.59	.	.	.	.	-0.16	-0.37	1.1
PostGolgi ctrl	13	-4	5	24	13	0	2	-12
LYP act	10	-10	-7	1	15	2	6	16
E coli WT exp	1	0	0	-4	-4	6	0	7
DAT uptake mod	-0.13	0.33	1.3	-0.71	-0.14	0.84	0.77	-0.061
PostGolgi yeast	1	-5	-2	-4	5	6	-5	-5
CYP2C9 inh	44	2	59*	-11	10	-10	23	-11
LYP inh 2	-8	10	7	-4	-19	-6	-9	-22

(57) CCCOc1ccc(C(CC(=O)O)NC(=O)C23CC4CC(CC(C4)C2)C3)cc1 (centres undefined)
(58) CC(=O)Nc1ccc(S(=O)(=O)n2nc(-c3ccc(C)cc3)nc2N)cc1
(59) O=C(NCCc1ccccc1)c1ccc([N+](=O)[O-])cc1
(60) COc1ccccc1N1CCN(C(=O)c2ccc3c(=O)n(Cc4ccco4)c(=S)[nH]c3c2)CC1
entry no.	57	58	59	60
CYP2C9 act	1.1	1.1	1.2	0.6
PTK2B oligo ant	2.4	0.35	-0.48	0.82
PostGolgi ctrl	2	3	-1	5
LYP act	-5	0	-6	-2
E coli WT exp	3	-8	3	-14
DAT uptake mod	-0.27	0.18	.	1.9
PostGolgi yeast	-1	-1	1	-2
CYP2C9 inh	-13	-5	-16	42
LYP inh 2	6	0	8	0

Entries of single compounds, quoted from the list. Values in the order: CYP2C9 act, PTK2B oligo ant, PostGolgi ctrl, LYP act, E coli WT exp, DAT uptake mod, PostGolgi yeast, CYP2C9 inh, LYP inh 2
CCCOc1ccc(C(CC(=O)O)NC(=O)C23CC4CC(CC(C4)C2)C3)cc1 (centres undefined) reads 1.1, 2.4, 2, -5, 3, -0.27, -1, -13, 6
O=C(NCCc1ccccc1)c1ccc([N+](=O)[O-])cc1 reads 1.2, -0.48, -1, -6, 3, ., 1, -16, 8
